DAGLB inhibitor – blocks human DAGLB lipase activity; inhibition, % at 5.17 µM; actives 0.059% (n = 340,000); HEK293T DAGLB membrane lysate, EnzChek fluorogenic substrate; Q8NCG7; in the data active = inhibition above about 34%;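 also: 0% = enzyme with vehicle and 100% = wells lacking enzyme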
PvdQ acylase – blocks Pseudomonas aeruginosa PvdQ acylase activity. inhibition, % at 10 µM. AID 488965. purified PvdQ acylase, fluorescence plate reader. actives 0.063% (n = 340,000); in the data active = inhibition above about 30%, passing the limit was not always enough; inconclusive = no clear call, values can overlap the other calls;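 also: 0% = vehicle neutral wells and 100% = reference inhibitor wells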
Tat export inh – inhibitors of E. coli Tat protein transport; E. coli MC4100 TorA-mCherry Tat export, fluorescence; actives 0.036% (n = 340,000); inhibition, % at 10 µM;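 active = mean replicate inhibition at least 50% and at least half of replicates individually reaching 50%; inconclusive = only one of the two criteria met; inactive = neither criterion met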;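 also: exported cargo escapes ClpAP degradation while cytoplasmic cargo is degraded and loses fluorescence; 0% = median of neutral control wells and 100% = median of NaSCN control wells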
Rtt109 Vps75 – blocks Candida albicans Rtt109/Vps75 acetyltransferase activity; purified Rtt109/Vps75, ThioGlo CoA-SH fluorescence, 4 h; Q5AAJ8; actives 0.16% (n = 330,000); inhibition, % at 34.9 µM;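 active = inhibition of at least 50% in every replicate; inconclusive = best replicate reaches 50% inhibition but some replicates fall short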
Target sequence (Q5AAJ8 whole entry, looked up): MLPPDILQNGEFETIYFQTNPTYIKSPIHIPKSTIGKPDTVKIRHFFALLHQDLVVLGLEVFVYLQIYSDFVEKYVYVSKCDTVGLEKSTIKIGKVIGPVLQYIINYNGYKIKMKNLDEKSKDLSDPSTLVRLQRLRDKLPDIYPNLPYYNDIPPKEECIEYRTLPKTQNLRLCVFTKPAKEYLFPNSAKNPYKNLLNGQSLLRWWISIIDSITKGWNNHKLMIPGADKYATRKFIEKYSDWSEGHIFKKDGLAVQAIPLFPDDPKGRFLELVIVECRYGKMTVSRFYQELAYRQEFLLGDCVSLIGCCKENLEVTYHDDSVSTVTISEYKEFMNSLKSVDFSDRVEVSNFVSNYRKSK
Ecoli viability – reduces bacterial viability in AddAB counter-screen; E. coli V3065 growth, OD600 absorbance, 18 h; actives 0.27% (n = 330,000); AID 449728; inhibition, % at 11.9 µM;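 active = inhibition above the campaign's mean inhibition across all tested compounds plus 3 SD, cut at about 9.9% in these data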;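 also: uninfected addAB+ strain grown without phage in ampicillin broth; 0% = DMSO wells and 100% = ciprofloxacin 0.95 µg/ml wells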
Wnt act – activators of Wnt/beta-catenin signaling; Wnt/beta-catenin reporter cell assay, activator, plate reader; activation, % at 9.35 µM; actives 1.2% (n = 300,000); AID 743398; in the data active = activation above about 30%, passing the limit was not always enough; inconclusive = no clear call, values can overlap the other calls;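 also: 0% = neutral control wells and 100% = positive control wells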
PfHsp90 set2 – inhibits growth of yeast expressing Plasmodium falciparum Hsp90; AID 504621; inhibition, % at 9.4 µM; actives 0.32% (n = 310,000); S. cerevisiae expressing PfHsp90, BacTiter-Glo ATP, 48 h; yeast lacking PDR1 and PDR3 efflux regulators;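 active = every replicate shows inhibition above about 80%, whatever the replicate mean, limit read from the data; inconclusive = mean inhibition reaches the set limit but some replicate falls short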;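 also: 0% = DMSO neutral controls and 100% = 20 µM radicicol positive controls; yeast relying on Plasmodium falciparum Hsp90 in place of its own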
AddAB inh – less growth of phage-infected E. coli with AddAB. E. coli expressing H. pylori AddAB, absorbance growth. actives 0.29% (n = 330,000). AID 435030. inhibition, % at 11.9 µM; in the data active = inhibition above about 12%;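 also: 0% = vehicle wells of infected cells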
CAL PDZ FP – blocks peptide binding to human CAL PDZ domain; Q9HD26; purified CAL PDZ, TMR-peptide fluorescence polarization, 1 h; inhibition, % at 20 µM; actives 0.02% (n = 330,000); AID 504414;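 active = highest replicate inhibition of at least 40%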;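 also: plate controls were DMSO neutral control wells for no effect and unlabeled competitor peptide control wells for full effect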
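Material: tagged CAL PDZ protein CerCALP, purified; buffer or medium: sodium phosphate/NaCl buffer pH 7.4 with TCEP, IgG, Thesit; also added: fluorescent TMR peptide probe; schedule: 1 h incubation at room temperature before polarization reading; technique: fluorescence polarization from S- and P-plane intensities, G-factor corrected; control set: unlabelled peptide and DMSO controls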
phage Ecoli inh – E. coli growth loss with phage present; growth absorbance; inhibition, % at 11.9 µM; actives 0.26% (n = 360,000); in the data active = inhibition above about 11%
Starred values were filed as active, the others as inactive; u = inconclusive; x = not tested or not shown.

Molecule	phage Ecoli inh	Ecoli viability	PvdQ acylase	Wnt act	Rtt109 Vps75	Tat export inh	CAL PDZ FP	PfHsp90 set2	DAGLB inhibitor	AddAB inh
CC1=C(C(=O)OC(C)C)C(c2cccs2)n2ncnc2N1 (stereo not drawn)	-1.1	-0.4	1.7	-0.4	1.4	-3.5	-0.2	0.3	-1.4	0.8
CCN1C[C@@H]2[C@@H]3C(=O)N(Cc4ccccc4)C(=O)[C@@H]3[C@](CC)(C(=O)OC)N2C1=NCc1ccccc1	2.3	x	-16.4	-0.5	3.5	0.1	-0.2	7.1	-0.9	x
Cc1[nH][nH]c(=O)c1C(c1c(C)[nH][nH]c1=O)c1cn(Cc2cccc3ccccc23)c2ccccc12	3.0	0.0	-7.4	-8.6	9.0	-0.8	0.5	-26.3	9.2	4.1
O=[N+]([O-])c1nn(-c2ccc(Cl)cc2)n(O)c1=NCc1ccccc1	2.1	1.6	40.8*	39.6*	11.2	3.5	0.1	-48.9	-3.3	0.4
OC(CNCC(c1ccc(Cl)cc1Cl)c1c[nH]c2ccccc12)c1ccccc1 (stereo not drawn)	3.8	-2.7	-17.1	-22.1	11.8	-15.0	-2.4	x	-12.7	-0.9
CCN(CC)c1c([N+](=O)[O-])c(=O)oc2ccccc12	1.6	-0.3	10.2	-0.8	14.2	1.6	-0.5	-2.5	-0.8	1.9
O=C1c2c(Br)c(Br)c(Br)c(Br)c2C(=O)N1c1ccccn1	0.0	-0.6	7.7	0.2	1.9	2.6	-1.6	-13.5	-0.7	0.7
CCCCS(=O)CC(CS(=O)CCCC)OC(=O)c1ccc(C)cc1 (stereo not drawn)	2.2	-3.7	8.2	2.8	0.9	-5.1	-2.4	0.7	0.9	0.1
CC(C)c1cccc(O)c(=O)c1	-1.1	-1.7	9.9	3.3	7.9	0.5	0.4	41.1	0.2	0.8
COc1ccc(C2C(C(C)=O)=C(O)C(=O)N2CCO)c(OC)c1 (stereo not drawn)	3.2	0.3	-10.8	-0.6	17.8	-10.7	-1.1	0.2	-1.1	3.0
COc1ccc(CNC(=O)Cc2c(C(=O)O)[nH]c3ccccc23)c(OC)c1	3.7	-0.5	-15.4	2.0	4.7	-6.8	-0.7	11.7	2.1	-0.7
c1ccc(C2CC(c3cccs3)=NN2c2ccccc2)cc1 (stereo not drawn)	0.5	1.7	-2.0	20.7	-18.6	-2.2	-3.0	10.5	-5.0	0.4
COc1cc(/C=N/NC(=O)Nc2ccccc2)ccc1OC(C)=O	3.2	-1.4	-9.9	17.7	13.2	1.4	-2.9	-35.8	-0.3	2.0
Cc1cccc(S(=O)(=O)N2CCn3cccc3C2C)c1 (stereo not drawn)	2.7	-2.5	-11.4	4.9	1.9	-3.1	0.4	-1.0	1.7	-1.8
COC(=O)C1(Cc2cc(-c3ccc(Cl)cc3)no2)CCN(C(=O)OC(C)(C)C)CC1	4.5	-0.3	1.4	3.6	10.0	21.9	-0.2	26.8	-14.4	3.9
COc1ccc2c(c1)sc(=NC(=O)CS(=O)(=O)c1ccc(F)cc1)n2C	0.1	-1.5	-10.5	-0.5	5.6	-10.4	-2.4	x	-3.3	3.2
CC(=NN1CC(=O)NC1=O)c1ccc([N+](=O)[O-])o1	50.2*	x	10.9	7.3	-0.8	3.0	-0.4	-15.2	-1.3	x
CCCn1cc(SCC(=O)NCC2CCCO2)c2ccccc21 (stereo not drawn)	4.0	-0.1	1.7	0.6	6.0	-5.4	0.2	-21.2	2.6	0.2
CC(=O)Nc1sc(C)c(C)c1C(=O)OC(C)C	4.8	-1.5	-2.1	x	1.3	-4.7	-0.2	0.2	-4.5	1.9
COCCN(C(=S)Nc1cc(C)cc(C)c1)C(C)c1cccs1 (stereo not drawn)	3.5	-1.7	8.4	-0.2	-0.5	-11.2	-0.4	-8.9	-4.8	-1.5
CN(C)c1nc(-c2ccccc2)cc(C(F)(F)F)c1C#N	-0.2	0.6	-8.4	-2.9	0.4	-2.2	x	-18.2	-12.5	6.1
COc1ccc(OCC(=O)NC2CCCc3ccccc32)cc1 (stereo not drawn)	1.8	0.0	-3.0	-2.7	2.5	-1.0	-1.0	-23.3	-5.1	1.5
COc1ccc(N(CC(=O)Nc2ccc(C)cc2)S(=O)(=O)c2c(C)noc2C)cc1	3.5	-1.5	-10.5	-1.3	-3.3	-1.7	-2.9	-9.9	-5.9	1.0
CN(CC(=O)Nc1ccccc1Br)C(=O)c1cccc([N+](=O)[O-])c1	4.4	-1.7	-0.4	-4.0	0.5	-4.8	-1.6	1.3	-4.7	1.0
COc1ccccc1NS(=O)(=O)c1cc(NC(=O)CCc2nc3ccccc3c(=O)[nH]2)ccc1C	0.5	-1.4	-12.2	-2.6	-0.7	-3.7	-2.9	-37.2	1.2	0.7
COc1ccc(Cn2c(SCc3cc(C)ccc3C)nc3cc(OC)c(OC)cc3c2=N)cc1	3.9	-0.6	-11.4	x	-5.9	-3.3	-0.8	x	3.9	3.6
CCCCCCCCCCCCCCCC[n+]1ccc(C(N)=O)cc1	4.7	-3.0	2.9	-26.4	-0.3	51.5*	-0.1	103.9*	3.9	-0.7
CCCCC(CC(O)COCC(C)C)C(=O)NN (stereo not drawn)	3.3	-1.5	-12.9	-0.7	15.6	-1.3	0.4	x	0.6	0.8
COc1ccc(NC(=O)CN(c2ccc(C)cc2)S(C)(=O)=O)c(OC)c1	2.5	-2.3	-1.1	x	5.5	-0.8	-1.0	-16.3	-4.6	2.1
Brc1ccc(CN2CCN(c3ccccn3)CC2)s1	2.0	-1.6	12.8	0.6	7.9	6.8	-1.6	7.0	-8.0	-1.5
COc1cc(OC)c(C(=O)COc2ncnc3ccccc23)c(OC)c1	2.4	-0.9	-5.1	x	2.5	3.7	-0.2	14.4	2.5	5.4
Clc1cccc(CNc2nnnn2-c2ccccc2)c1	5.7	-1.3	-23.6	x	-0.4	2.5	x	-2.3	-1.4	0.6
Cc1ccc(NC(=O)c2ccc(NS(=O)(=O)c3c(C)noc3C)cc2)cc1C	3.3	-1.9	-9.4	x	11.1	5.1	-2.9	-6.9	-0.2	-0.8
O=C1O/C(=C/c2ccccc2)N=C1c1ccccc1	0.8	-2.7	8.2	-0.2	x	5.5	-2.1	6.7	-3.5	0.8
COC(=O)c1ccc(N2C(=O)CC(N3CCC(O)(c4ccc(Br)cc4)CC3)C2=O)cc1 (stereo not drawn)	2.8	-1.9	-15.3	6.1	6.8	2.8	0.3	99.8*	-4.3	0.8
CCOC(=O)N/N=C\c1cccc(OC)c1OC/C=C/c1ccccc1	0.8	x	7.6	2.0	3.9	6.6	-2.5	-3.4	-6.4	x
Cc1c(-c2ccc(/C=N/NC(=O)C(=O)Nc3ccccc3F)o2)cccc1[N+](=O)[O-]	1.7	-0.9	x	-2.3	x	x	x	x	x	1.0
CC(C)NS(=O)(=O)c1ccc(NC(=O)Cc2cccs2)cc1	2.3	0.3	15.7	3.5	-6.1	-6.3	-0.9	7.8	1.2	3.2
O=C(NCCc1ccccc1)c1ccccc1F	4.2	-2.3	2.1	u	7.2	-1.5	-0.5	-10.6	-1.9	0.7
Cc1ccc(C(=O)OCC(=O)N2C(C)CCCC2C)cc1S(=O)(=O)N1CCOCC1 (stereo not drawn)	7.0	-0.4	7.7	-2.4	25.3	-11.0	-2.5	x	-1.3	3.9
O=C(NCc1ccc2c(c1)OCO2)c1ccc(CN2CCc3ccccc3C2)cc1	4.5	0.3	3.7	x	0.6	2.2	x	0.9	-5.2	2.9
Cc1cc(-c2ccc(C)c(S(=O)(=O)NCC3CCN(Cc4cccc(F)c4)CC3)c2)on1	1.4	-1.9	-8.8	-0.2	12.5	-3.3	-0.8	-5.0	-0.6	-0.5
COc1ccc(S(=O)(=O)Cc2ccc(C(=O)N3CCN(C(=O)c4ccco4)CC3)o2)cc1	-2.4	3.0	-0.7	-2.0	9.3	22.1	-0.9	0.4	-1.4	5.9
CCOC(=O)c1cc2nc(-c3ccco3)cc(C(F)(F)F)n2n1	2.6	1.5	-9.5	-2.3	-0.5	-6.8	-1.7	-18.1	-0.9	-0.1
CC(=O)c1nccs1	x	1.1	-21.2	x	-7.6	8.8	0.1	0.3	0.0	0.8
N#Cc1ccc(-c2csc(NC(=O)/C=C/c3cccs3)n2)cc1	2.5	-1.5	12.5	-7.1	-1.0	-6.2	0.7	4.1	1.0	1.1
CC(Nc1nc(-c2ccccc2O)nc2ccccc12)c1ccccc1 (stereo not drawn)	4.4	2.3	-0.4	0.2	-1.1	2.8	1.0	-5.7	-5.4	1.5
Cc1ccc(NC(=O)CN2CCCC2)cc1	1.6	2.1	1.1	6.4	0.4	-4.0	x	2.0	0.6	0.8
O=c1[nH]c(-c2ccccc2)nn1-c1ccc(Br)cc1Br	0.8	1.5	6.7	0.0	-0.2	-8.7	0.0	6.2	1.6	0.0
C=CCNC(=O)CN(CCc1ccccc1)S(=O)(=O)c1ccccc1	-0.7	2.1	-18.3	-2.0	-15.4	-1.1	0.7	-17.5	2.1	1.0
CN(C)c1ccc2cc(S(=O)(=O)O)cc(O)c2c1	-1.4	x	-10.2	4.2	4.4	2.4	1.5	x	3.7	x
COc1ccccc1NC(=O)CCSc1nnc(-c2ccncc2)o1	-0.2	-0.2	-11.9	4.6	-3.0	0.6	-0.5	-17.8	-1.4	-0.2

High-throughput results (PubChem BioAssay)
